Autophagy mod – autophagy modulation, high-content screen; MEF GFP-LC3 puncta imaging; test concentration mostly 10 µM; calls only at 10 µM (by protocol); 190,000 tested, 0.98% active; AID 463193;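 active means percentage of spot-positive cells more than 3 SD above its plate mean, without a fluorescence outlier flag or 80% toxicity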;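 further: spot-positive cell cutoff set from DMSO-treated cells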
MT stabilizer – stabilizes microtubules in HeLa cells. % tubulin-high responders, % at 10 µM. HeLa tubulin immunostaining HCS, 24 h; share of cells brighter than vehicle mean+2SD. 200,000 tested, 0.83% active;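 active means plate Z-score above 3 for both tubulin-high and condensed-nucleus cell shares, with cell loss under 80%, at 10 µM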;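 further: anti alpha tubulin signal scored within the nucleus-defined area of each cell; some results filed as inactive read as strong as hits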
Insulin prom up – MIN6 insulin promoter up-regulation | MIN6 insulin promoter-GFP reporter, high-content imaging; active compounds read high | z-score at 5 µM | 190,000 tested, 0.3% active;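 active means z-score above 3 at 5 µM with at least 500 cells counted in the well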
b-catenin transl – alters nuclear translocation of beta-catenin in HeLa cells; 190,000 tested, 0.3% active; nuclear translocation activity, % at 5 µM; AID 1665; immunofluorescence imaging;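 active means nuclear translocation activity above 50% at 5 µM, with a well cell count of 50 or more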;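 further: per-cell ratio of nuclear to cytoplasmic median beta-catenin stain intensity; plate controls were DMSO negative control for no effect and GSK-3 inhibitor IX positive control for full effect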
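System: HeLa cells, endogenous beta-catenin; compound dosing: 5 µM primary single dose, 0.1% DMSO, 0.02–20 µM confirmation series; incubation: 24 h compound exposure at 37°C, 5% CO2; signal: beta-catenin immunofluorescence imaging with DAPI; evaluation: % activation, nuclear-to-cytoplasmic median beta-catenin signal ratio per cell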
PMI inhibition – MPI inhibition at elevated mannose 6-phosphate – biochemical, fluorescence intensity, high mannose 6-phosphate, primary screen (AID 1220); recombinant PMI enzyme, coupled fluorescence intensity; higher % means a stronger effect; 190,000 tested, 0.66% active; one-dose inhibition, % at 20 µM; IC50 in µM for titrated hits
human PMI inhibition – inhibitors of human PMI, primary screen, biochemical, fluorescence intensity, coupled assay (AID 1209) | purified PMI enzyme, coupled fluorescence intensity; higher % means a stronger effect | one-dose inhibition, % at 20 µM; IC50 in µM for titrated hits | 190,000 tested, 0.42% active;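 further: plate controls were DMSO vehicle for no effect and wells lacking substrate for full effect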
WT yeast gro inh – growth inhibition of WT yeast, mitochondrial fusion screen; mitochondrial fusion phenotypic screen, WT strain; inhibition, % at 10 µM; 190,000 tested, 2.1% active; in the data active means inhibition above about 58%; tested in S. cerevisiae
Yfh1-depleted yeast – mitochondrial function rescue without frataxin homolog – Friedreich's ataxia, plus single-dose screen, dose response (AID 1465). S. cerevisiae Yfh1-off respiration, WST-1 reduction, 72 h; higher fold induction means a stronger effect. one-dose fold induction at 50 µM; EC50 in µM for titrated hits. 220,000 tested, 0.074% active;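 active means fold induction of absorbance versus untreated yeast above a set limit, then at least 30% activation at any dose in follow-up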;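 further: activators that raise dye reduction in frataxin-depleted yeast; strong numbers were not always called active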
Dynein transport – dynein cargo transport inhibition; 3617.4 mouse cells, GR-EGFP nuclear translocation imaging; test concentration mostly 20 µM; stimulated with dexamethasone, 1 µM; active compounds read low; 220,000 tested, 0.47% active; z-score, hits read low;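 active means plate z-score of nuclear minus cytoplasmic receptor signal below a set negative limit, without overly bright fluorescence or cell loss, cut at about -3.5 in these data, passing the limit was not always enough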;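 further: z-score of nuclear minus cytoplasmic ring GR-EGFP intensity difference per well; some compounds called inactive have numbers as strong as hits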
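Buffer or medium: tetracycline-free induction medium containing charcoal-stripped FBS / Reagent: dexamethasone agonist, 1.0 µM final, for 30 min / Technique: automated 10x imaging of fixed Hoechst-stained cells / Times: induction 48 h, compound 1 h, agonist 30 min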
WT yeast gro inh mutant strain – also measured in WT yeast gro inh; calls as there; inhibition, %; mitochondrial fusion phenotypic screen, mutant strain inhibition
Dynein transport cytoplasmic EGFP – further read-out of Dynein transport, marked with its call; z-score; measured here: cytoplasmic GR-EGFP intensity; active compounds read high
Dynein transport nuclear GR-EGFP – also measured in Dynein transport; calls as there; z-score; measured here: nuclear GR-EGFP intensity;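 lower value marks the stronger effect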
Dynein transport cell count – further read-out of Dynein transport, marked with its call; z-score; measured here: cell count per field
Insulin prom up cell count – recorded beside Insulin prom up, whose call it bears; cell count; measured here: cytotoxicity, nuclei count;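 total cells summed across four imaged fields per well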
b-catenin transl cell count 5 µM – second read-out of b-catenin transl, no call of its own (marks repeat the call); cell count; measured here: cell count, cytotoxicity flag
MT stabilizer Hoechst-high % – further read-out of MT stabilizer, marked with its call; % Hoechst-high responders; measured here: nuclear condensation Hoechst responders;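 share of cells brighter than vehicle mean plus two SD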
MT stabilizer cytotoxicity % – also measured in MT stabilizer; calls as there; toxicity, %; measured here: cytotoxicity by cell density;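 0% = mean cell density of plate MIN control wells and 100% = no cells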
Autophagy mod cell loss 18 h – recorded beside Autophagy mod, whose call it bears; toxicity, %; measured here: cell loss, nuclei count;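 cell loss after 18 h compound exposure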
Numbers without * were called inactive; i = inactive; . = not tested or not shown. Unless noted, no stated cut-off is given here; in the data, active means inhibition above about 50%; inactive means the rest.

SMILES	Autophagy mod	Autophagy mod cell loss 18 h	MT stabilizer	MT stabilizer Hoechst-high %	MT stabilizer cytotoxicity %	Insulin prom up	Insulin prom up cell count	b-catenin transl	b-catenin transl cell count 5 µM	PMI inhibition	human PMI inhibition	WT yeast gro inh	WT yeast gro inh mutant strain	Yfh1-depleted yeast	Dynein transport	Dynein transport cytoplasmic EGFP	Dynein transport nuclear GR-EGFP	Dynein transport cell count
O=C(NCc1ccccc1)C1=C[C@H](c2csc3ccccc23)C[C@H](OCc2ccc(CO)cc2)O1	.	.	.	.	.	-0.86	1038	-1.8	1246	.	.	.	.	i	0.8	-0.78	0.38	-0.091
COc1cccc(/C=C2\CCc3ccccc3C2=O)c1	.	.	.	.	.	0.14	1418	-3.5	1232	.	.	.	.	i	-1.1	-0.19	-0.49	0.057
CN(Cc1ccccc1)C(=O)C1CCN(Cc2ccc(F)cc2)CC1	i	9	2.3	3.1	9.4	-1	1132	-9.5	1046	0%	1%	-2	0	i	0.15	-0.15	0.46	-0.34
COc1cc(OC)cc(C(=O)NNC(=O)c2ccc(S(=O)(=O)N3CC(C)OC(C)C3)cc2)c1 (stereo unspecified)	i	10	3.2	3.3	8.9	.	.	-1.3	1059	4%	-5%	3	9	i	-0.17	-0.3	-0.18	0.04
COc1cc(C2C(C(=O)c3ccc(C)o3)=C(O)C(=O)N2c2cc(C)on2)ccc1O (stereo unspecified)	i	4	4.7	2.5	12	0.29	1607	-3.5	807	11%	7%	-15	1	i	-0.27	-0.14	0.18	-0.81
Clc1ccccc1OCc1nnc2n1CCCCC2	.	.	.	.	.	-0.42	1194	1.4	1175	.	.	.	.	i	0.58	-0.48	0.26	-0.86
Cc1[nH]c2ccccc2c1C(=O)COC(=O)c1cccc(S(=O)(=O)N2CCCCC2)c1	i	6	3.0	2.1	6.9	-0.32	1219	-4.1	533	12%	13%	24	2	i	-0.027	-0.33	-0.36	0.78
CC(/C=N/n1c(COc2ccccc2)n[nH]c1=S)=C\c1ccco1	.	.	.	.	.	-0.89	1100	-0.5	1303	.	.	.	.	i	-4*	0.63*	-1.9*	-0.06*
CC1=NN(c2ccc(C)cc2)C(=O)/C1=C\C=C\c1ccccc1	i	-5	7.1	2.3	1.0	0.29	1160	.	.	-13%	2%	13	-3	i	-1.7	-0.03	-1.2	0.14
CO/N=C(\C(=O)N[C@@H]1C(=O)N2C(C(=O)O)=C(COC(N)=O)CS[C@H]12)c1ccco1	i	37	3.7	2.9	7.9	.	.	.	.	14%	16%	7	-12	i	-0.81	-0.23	0.13	0.67
CC(C)Cc1nc(Cl)c(C#N)c2c1CCCC2	i	11	2.5	2.7	4.0	0.4	1443	-0.3	1014	13%	15%	2	-9	i	0.51	-0.26	0.41	-0.38
CCN(Cc1ccccc1)C(=O)Cn1cnc2c1c(=O)n(C)c(=O)n2C	i	7	2.3	2.1	9.9	0.38	1208	3.6	1445	1%	1%	-2	7	i	0.66	-0.3	0.33	-0.71
O=C(O)COc1ccc(/C=C2\SC(=Nc3ccccc3)N(c3ccccc3)C2=O)cc1	i	8	2.7	2.4	11	0.16	1248	2.0	1086	-12%	-10%	-1	15	i	-0.32	-0.2	-0.46	-0.14
O=C1Nc2ccc(Br)cc2/C1=C/C(=O)c1ccc2c(c1)OCO2	.	.	.	.	.	-0.62	967	6.9	952	.	.	.	.	i	-0.46	-0.061	0.65	0.67
O=C(Nc1ccc(Cl)cc1)Nc1nnc(SCc2ccc(Cl)cc2)s1	i	-6	9.6	1.9	3.8	-0.27	1385	0.4	1044	-12%	-4%	7	0	i	-0.4	-0.073	-0.26	-0.17
CCOc1ccc(NC(=O)c2nn(-c3ccc(OC)cc3OC)c(=O)c3ccccc23)cc1	i	1	7.8	8.1	10	-0.19	1113	6.0	966	-2%	2%	2	-6	.	-0.72	-0.22	-0.32	0.82
Cc1c([N+](=O)[O-])c([N+](=O)[O-])nn1CC(=O)NCc1cccnc1	i	-7	2.6	2.0	13	0.1	1449	3.1	995	14%	4%	-5	-2	i	-0.16	-0.2	0.011	0.88
Cc1cc(NS(=O)(=O)c2ccc(NC(=O)C(c3ccccc3)c3ccccc3)cc2)no1	i	1	3.7	1.9	1.1	-0.04	858	-2.5	1224	-1%	3%	-5	-16	i	1.3	-0.26	0.84	-0.28
Cc1ccc(C)c(NC(=O)CN(C)C(=O)[C@@H](NC(N)=O)C(C)C)c1	i	-5	2.2	2.8	9.3	0.94	1230	0.6	1047	0%	-5%	-17	-34	i	0.28	-0.23	0.18	-0.3
COc1ccc(S(=O)(=O)Nc2ccccc2C(=O)NC(C)C)cc1OC	i	-52	4.6	1.7	8.0	-0.29	1230	-4.1	1067	0%	-4%	28	4	i	1.4	-0.17	0.99	-0.013
C=CCN(CC=C)c1cnn(-c2nc3ccccc3[nH]2)c(=O)c1Cl	i	-2	2.3	1.2	4.2	.	.	-3.0	1162	-33%	-15%	12	-3	i	0.096	-0.26	0.5	0.98
CC(C)CCNc1nnnc2c1sc1nc(N3CCOCC3)c3c(c12)CC(C)(C)SC3	i	-7	2.7	1.4	7.1	-3.6	1279	-2.0	1246	7%	18%	45	-1	i	1.6	-0.032	1.5	0.14
COc1cccc(Nc2c(F)c(OC)c(F)c(F)c2C(=O)O)c1	i	-24	3.7	1.4	2.4	-0.28	1541	-2.6	808	-4%	0%	-51	-27	i	-0.24	-0.094	0.23	0.24
O=C(C(=O)N1CCc2ccccc2C1)c1cn(CC(=O)N2CCCC2)c2ccccc12	i	2	2.8	3.4	6.8	-0.25	1480	-0.6	1118	3%	6%	5	3	i	0.14	-0.18	0.55	0.062
CCOc1ccc(/C=N/Nc2ccccn2)cc1OC	i	8	6.1	1.9	22	-0.29	1161	0.3	924	2%	-1%	18	11	i	0.011	-0.37	0.43	0.87
SMILES	Autophagy mod	Autophagy mod cell loss 18 h	MT stabilizer	MT stabilizer Hoechst-high %	MT stabilizer cytotoxicity %	Insulin prom up	Insulin prom up cell count	b-catenin transl	b-catenin transl cell count 5 µM	PMI inhibition	human PMI inhibition	WT yeast gro inh	WT yeast gro inh mutant strain	Yfh1-depleted yeast	Dynein transport	Dynein transport cytoplasmic EGFP	Dynein transport nuclear GR-EGFP	Dynein transport cell count
COC(=O)c1ccccc1NC(=O)CSc1ncccn1	.	.	.	.	.	-0.03	970	-0.7	1370	.	.	.	.	i	2	0.019	1.4	-2.9
COc1cc(SC)ccc1C(=O)Nc1ccc(Cl)cn1	i	-21	4.6	2.9	4.7	-1.1	1442	-1.8	932	2%	8%	13	11	i	2.1	0.02	2.2	-2.1
CCOC(=O)Nc1cccc(OCC(=O)Nc2ccccc2OC)c1	i	-1	5.0	2.9	5.0	.	.	.	.	.	.	11	-2	i	-0.7	-0.17	-0.2	0.53
COc1ccc(-c2csc(/C(C#N)=C\c3ccc(O)c([N+](=O)[O-])c3)n2)cc1OC	.	.	.	.	.	0.04	1466	-2.1	1099	.	.	.	.	i	0.86	-0.21	0.4	0.15
CC1CN(c2ccc(NC(=S)NNCCC#N)cc2)CC(C)O1 (stereo unspecified)	.	.	.	.	.	-0.25	1018	-0.1	1326	.	.	.	.	i	1.2	-0.22	1.2	-1.2
Cc1ccc(C(=O)Cn2nnc(-c3ccccc3)n2)cc1	.	.	.	.	.	0.37	1091	1.0	1296	.	.	.	.	i	-0.28	-0.19	0.32	0.34
CCn1c(CSc2nc(C)cc(C)n2)nnc1SCC(=O)N1CCCc2ccccc21	i	-11	1.5	1.1	11	0.17	1153	-3.3	1223	12%	20%	19	25	i	-0.84	-0.2	-0.14	0.47
Cc1ccccc1S(=O)(=O)Cc1ccc(C(=O)NCCCN2CCN(C)CC2)o1	i	-3	1.2	2.0	14	0.62	1305	-1.9	714	1%	-8%	-9	-2	i	-0.55	-0.24	-0.2	0.64
CC(C)=CC(=O)OCC(=O)Nc1cc([N+](=O)[O-])ccc1F	i	13	5.7	2.1	10	0.24	1535	-1.7	1117	8%	13%	-10	-14	i	0.34	-0.048	0.36	-0.36
CCN(CC)S(=O)(=O)c1ccc(C(=O)Nc2cccc(C)c2)cc1	i	31	1.4	1.9	8.6	-0.13	948	-0.8	1164	19%	17%	.	.	i	-0.99	-0.31	-0.37	1.6
Cc1ccc2[nH]c(=O)c(C3=NN(C(=O)CCC(=O)O)C(c4cccs4)C3)c(-c3ccccc3)c2c1 (stereo unspecified)	i	6	2.4	2.3	0.9	0.32	1362	-4.0	577	1%	-5%	-6	-7	i	0.098	-0.26	0.1	0.51
O=c1c2c3c(sc2nc2sc(CN4CCOCC4)cn12)CCCC3	i	6	2.3	1.5	5.3	2.3	1046	-1.9	1140	5%	17%	44	27	i	0.16	-0.2	0.8	-0.63
O=C1C2C3C=CC(CC3)C2C(=O)N1c1nccs1 (stereo unspecified)	i	-4	3.3	3.1	8.6	.	.	-1.5	997	11%	17%	-17	14	i	-0.95	-0.31	-0.82	1.3
C=CCNC1=C(Cl)C(=O)c2ccccc2C1=O	i	-7	3.7	1.8	6.2	-0.67	1226	0.5	506	39%	-15%	17	6	i	-0.44	-0.2	-0.067	0.31
COCCn1c(SCC(=O)N2CCCc3ccccc32)nc2c(c1=O)SC(C)C2 (stereo unspecified)	i	1	4.3	2.5	7.2	-0.23	1524	-0.3	1145	4%	16%	-23	-5	i	-0.5	-0.19	-0.27	0.14
C[C@H](NC(=O)c1nc[nH]c1C(=O)N[C@H](C)c1ccccc1)C(=O)OCc1ccccc1	.	.	.	.	.	0.54	851	-2.2	1390	.	.	.	.	i	0.55	-0.7	0.28	-0.25

From PubChem BioAssay
